Large T inhibition – SV40 large T antigen inhibitors, biochemical (AID 1903); SV40 large T antigen ATPase/helicase inhibition assay; higher % means a stronger effect; inhibition, % at 20 µM; hits with a dose series show IC50 in µM; hit rate 0.39% among 310,000; in the data active = a potency from the dose series; inconclusive = inhibition mostly from about 32% at the one dose, without a potency; inactive = the rest, 99 in 100 with inhibition below about 32%; note: strong numbers were not always called active
XIAP displacement – XIAP antagonists, biochemical, IAP family, fluorescence polarization (AID 1018); E3 ubiquitin-protein ligase XIAP (Homo sapiens); XIAP BIR domain, fluorescence polarization peptide displacement; higher % means a stronger effect; one-dose displacement, % at 20 µM; IC50 in µM for titrated hits; hit rate 0.007% among 200,000; in the data active = displacement above about 50%; note: a part of the inactive calls stands beside numbers as strong as those of hits
UTI89 phage lysis – inhibition of K1F phage lysis, E. coli UTI89, bacterial capsule biogenesis inhibitors, alamar blue (AID 488966). one-dose inhibition, % at 100 µM; IC50 in µM for titrated hits. hit rate 0.02% among 340,000. E. coli UTI89 K1F phage lysis, alamar blue, 2 h; higher % means a stronger effect;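 active = phage lysis inhibition, versus mean bacterial control, above a set limit; inconclusive = no clear call, values can overlap the other calls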;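 note: capsule biogenesis inhibitors block K1F phage lysis so surviving cells raise fluorescence; higher fluorescence means more inhibition of phage lysis; actives were called in the ten point dose series up to 300 µM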
RSV CPE inhibition – RSV antiviral activity via CPE protection, HEp-2 cells, primary 10 µM value included (AID 2391); hit rate 0.13% among 310,000; HEp-2 cells, RSV-induced CPE inhibition; higher % means a stronger effect; one-dose CPE inhibition, % at 10 µM; IC50 in µM for titrated hits; in the data active = a potency from the dose series; inconclusive = CPE inhibition mostly from about 23% at the one dose, without a potency; inactive = the rest, 99 in 100 with CPE inhibition below about 21%; note: strong numbers were not always called active
ER stress rescue – rescue of cells from ER stress-induced death, primary screen, 384-well, CSM14.1, thapsigargin, ATP luminescence (AID 1222). cellular ATP content (survival), % at 20 µM; hits with a dose series show EC50 in µM. CSM14.1 thapsigargin-induced death rescue, ATP luminescence; higher % means a stronger effect. 190,000 tested, under 10 active;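 active = EC50 below 50 µM in the dose-response confirmation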;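 note: death triggered by thapsigargin at about 15 µM added after 2 h compound pretreatment; cell ATP read after overnight thapsigargin exposure of roughly 18 to 22 hours; normalized against plate controls of thapsigargin alone and 5% DMSO vehicle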
Yfh1-off respiration – enhancers of respiration in Yfh1-depleted yeast, dose response, Friedreich's ataxia, plus single-dose screen (AID 1465) | S. cerevisiae Yfh1-off respiration, WST-1 reduction, 72 h; higher fold induction means a stronger effect | fold induction at 50 µM, or EC50 in µM where a hit was titrated | hit rate 0.074% among 220,000;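 active = fold induction of absorbance versus untreated yeast above a set limit, then at least 30% activation at any dose in follow-up; inconclusive = repeats straddling the limit, or above it without dose testing; inactive = fold induction below the set limit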;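 note: activators that raise dye reduction in frataxin-depleted yeast; strong numbers were not always called active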
West Nile antiviral – West Nile virus antiviral activity, cell-based, CPE readout (AID 1621); West Nile virus-infected cells, CPE inhibition; higher % means a stronger effect; CPE inhibition, % at 10 µM, or IC50 in µM where a hit was titrated; hit rate 0.02% among 290,000; in the data active = a potency from the dose series; inconclusive = CPE inhibition mostly from about 3.7% at the one dose, without a potency; inactive = the rest, 99 in 100 with CPE inhibition below about 2.2%; note: strong numbers were not always called active
NS5 inhibitors – Dengue-2 NS5 methyltransferase inhibitors, primary screen, biochemical, confirmation dose response (AID 588689). Genome polyprotein (Dengue virus type 2 (strain 16681-PDK53)). Dengue-2 NS5 methyltransferase capping enzyme assay, biochemical; higher % means a stronger effect. one-dose inhibition, % at 25 µM; IC50 in µM for titrated hits. hit rate 0.3% among 340,000; in the data active = a potency from the dose series; inconclusive = inhibition above about 29% without an active follow-up result
WT yeast gro inh – growth inhibition of WT strain, primary screen, mitochondrial fusion inhibitor project, WT and mutant strains, chemical genetic | mitochondrial fusion phenotypic screen | inhibition, % at 10 µM | hit rate 2.1% among 190,000 | AID 1362, 2008; in the data active = inhibition above about 58%; tested in S. cerevisiae
WT yeast gro inh mutant strain – recorded beside WT yeast gro inh, whose call it bears; inhibition, %; mitochondrial fusion phenotypic screen, mutant strain inhibition
NS5 inhibitors pilot replicate – second read-out of NS5 inhibitors, no call of its own (marks repeat the call); inhibition, %; measured here: pilot screen replicate inhibition
* marks the source's active call; other numbers are inactive results; i = inactive; ? = inconclusive; . = no result given; [ ] = another dose, or the depositor's remark.

SMILES	Large T inhibition	XIAP displacement	UTI89 phage lysis	RSV CPE inhibition	ER stress rescue	Yfh1-off respiration	West Nile antiviral	NS5 inhibitors	WT yeast gro inh	WT yeast gro inh mutant strain	others
CCCCCCCCCCNC(=O)CCn1[nH]c(=O)c2ccccc2c1=O	.	.	0.2%	6.0%	.	i	0.6%	-4%	.	.
Cn1ncc2c(=O)n(CC(=O)NC34CC5CC(CC(C5)C3)C4)cnc21	0%	-3.4%	2.0%	0.6%	-0.2%	i	0.1%	-4%	-2	-2
O=C1CC(c2ccccc2)CC(O)=C1C=NCc1ccccc1Cl (stereo not drawn)	5%	-4.8%	-0.1%	0.5%	-2.1%	.	.	-3%	10	25
Cc1cc(-c2ccccc2)c2c(=O)n(-c3ccccc3)[nH]c2n1	20%	.	0.9%	2.5%	.	.	0.3%	11%	.	.
Clc1ccc(-c2nnc3n2CCCC3)cc1Cl	6%	-1.9%	0.2%	0.8%	-0.6%	i	0.5%	-4%	3	5
Cc1cccc(NC(=O)CCN2CCN(C/C=C/c3ccccc3)CC2)c1	10%	-9.9%	6.9%	1.3%	-3.0%	i	-0.2%	-11%	12	18
COc1ccc(OC)c(-c2nc3c(C)n[nH]c(=O)c3[nH]2)c1	8%	-3.4%	0.4%	46%	.	i	?	-8%	-4	8
COc1ccc(CCNC(=O)Nc2cccc([N+](=O)[O-])c2)cc1	2%	-3.0%	-1.6%[50 µM]	0.4%	-2.0%	i	-1.3%	-9%	11	-21
Cc1cc(C(=O)OCC(=O)NCc2ccccc2)c(C)o1	8%	-3.4%	0.2%	0.8%	-1.5%	i	0.3%	-9%	-3	6
CCOC(=O)c1cc(-c2ccc(C)cc2)n(CCC(=O)N2CCN(c3ccccn3)CC2)c1C	8%	-7.5%	0.7%[50 µM]	20%	-2.9%	i	-1.0%	-6%	30	13
CCOC(=O)c1c(N)nn(C(C)=O)c1-c1ccccc1	15%	-3.9%	0.0%	1.7%	-0.9%	i	-0.1%	-5%	-14	11
OCC1CCCN(Cc2cn(Cc3ccccc3)nc2-c2cc3ccccc3o2)C1 (stereo not drawn)	.	-5.9%	0.2%	-2.1%	-3.1%	i	-0.1%	-8%	2	-6
Cc1cccc(C(=O)NNC(=O)CCn2nnc3ccccc32)c1	1%	-6.7%	1.5%	1.7%	-0.5%	i	0.4%	2%	-20	-18
NS(=O)(=O)c1ccc(NC(=O)CN2CCc3ccccc3C2)cc1	5%	.	-0.2%	1.0%	.	.	-0.5%	1%	.	.
COc1ccc(/C=C(/NC(=O)c2ccccc2)C(=O)N2CCCC2)cc1	6%	.	-0.3%	1.2%	.	.	0.0%	0%	.	.
Cc1ccc(OCCN2CCOCC2)cc1C	25%	.	-0.3%	0.3%	.	.	0.0%	-8%	.	.
CCOc1ccc(-c2cc(CCCC(=O)NCCCOC)no2)cc1	-1%	0.0%	-1.2%	-0.3%	-2.1%	i	0.1%	1%	6	25
C=CCNC(=O)c1onc(CSc2ccccn2)c1C(=O)NCC=C	10%	.	3.1%	4.9%	.	i	-0.6%	-7%	.	.
CCOC(=O)C1=C(CNCc2ccccc2Cl)NC(=O)NC1c1cccc([N+](=O)[O-])c1 (stereo not drawn)	4%	-6.6%	0.1%	3.0%	0.3%	i	-1.4%	3%	10	-24
Cc1cc(C)n(-c2cc(C)c(C)cc2Br)n1	3%	-1.5%	0.4%	1.1%	-1.2%	i	0.1%	-11%	1	15
Cc1ccc(S(=O)(=O)NCC(=O)N2CCN(c3ccccn3)CC2)cc1	19%	2.6%	1.6%	1.1%	-0.9%	i	-0.6%	-9%	6	14
O=C(Nc1nc2ccccc2[nH]1)C1CCC1	10%	-4.3%	0.2%	1.1%	-1.2%	i	-0.5%	-1%	-1	11
CSC1=N/C(=C\c2ccc(C)o2)C(=O)S1	21%	-6.7%	2.4%	0.5%	-0.3%	i	0.2%	0%	12	0
CCN(CC(=O)Nc1c(F)cccc1F)C(=O)CNC(=O)c1cccs1	15%	.	0.6%[50 µM]	-2.2%	.	.	.	-11%	.	.
CC(=O)Nc1ccc(S(=O)(=O)N2CCN(Cc3csc(C)n3)CC2)cc1	13%	.	-0.1%	1.0%	.	.	-0.1%	-1%	.	.

Sorted by molecular weight (highest first): part of the list above.
SMILES	Large T inhibition	XIAP displacement	UTI89 phage lysis	RSV CPE inhibition	ER stress rescue	Yfh1-off respiration	West Nile antiviral	NS5 inhibitors	WT yeast gro inh	WT yeast gro inh mutant strain	others
COc1ccc(/C=C(/NC(=O)c2ccccc2)C(=O)N2CCCC2)cc1	6%	.	-0.3%	1.2%	.	.	0.0%	0%	.	.
Cc1cc(C(=O)OCC(=O)NCc2ccccc2)c(C)o1	8%	-3.4%	0.2%	0.8%	-1.5%	i	0.3%	-9%	-3	6
CSC1=N/C(=C\c2ccc(C)o2)C(=O)S1	21%	-6.7%	2.4%	0.5%	-0.3%	i	0.2%	0%	12	0

Returning to the listing, repeating the 3 entries before the break.
SMILES	Large T inhibition	XIAP displacement	UTI89 phage lysis	RSV CPE inhibition	ER stress rescue	Yfh1-off respiration	West Nile antiviral	NS5 inhibitors	WT yeast gro inh	WT yeast gro inh mutant strain	others
CSC1=N/C(=C\c2ccc(C)o2)C(=O)S1	21%	-6.7%	2.4%	0.5%	-0.3%	i	0.2%	0%	12	0
CCN(CC(=O)Nc1c(F)cccc1F)C(=O)CNC(=O)c1cccs1	15%	.	0.6%[50 µM]	-2.2%	.	.	.	-11%	.	.
CC(=O)Nc1ccc(S(=O)(=O)N2CCN(Cc3csc(C)n3)CC2)cc1	13%	.	-0.1%	1.0%	.	.	-0.1%	-1%	.	.
CCN(CC)CCCNc1nc(C)cc(COC)c1C#N	4%	-4.8%	0.1%	-0.8%	-1.1%	i	-0.3%	-6%	3	9
N#C/C(=C\c1cccnc1)c1ccccn1	12%	.	-0.1%	1.1%	.	.	-0.6%	-3%	.	.
Cc1nc(-c2cccs2)sc1C(=O)O	14%	.	0.1%	1.3%	.	i	-0.5%	-4%	.	.
O=S(=O)(c1cccc(-c2nc3n(n2)Cc2ccccc2-3)c1)N1CCCCC1	2%	-8.5%	0.1%	2.1%	-7.0%	i	-0.1%	5%	7	20
Cc1cc(O)c(C=O)c2c1C(=O)Oc1c(CO)c(O)c3c(c1O2)C(O)OC3=O (stereo not drawn)	17µM*	-28%	-1.2%	5.8%	1.5%	i	-0.2%	?	7	10
CC(C)CCN(C(=O)Nc1ccc(Cl)cc1)C1CCN(C(C)C)CC1	17%	-8.5%	9.5%	-1.7%	-8.9%	i	1.1%	-3%	1	8
COc1cc(OC)c(N(C)C(=O)c2cn(C)c(=O)c3cc(OC)c(OC)cc23)cc1Cl	-4%	.	0.0%	-0.7%	.	.	-0.6%	-2%	.	.
COC(=O)c1ccccc1NC(=O)CSc1n[nH]c(C)n1	1%	-7.7%	2.0%	0.3%	-2.0%	i	0.5%	3%	9	-5
COc1ccc(-c2nsc3c(N4CCCCC4C)ncnc23)cc1 (stereo not drawn)	2%	-9.7%	-1.6%	20%	-4.6%	i	-0.1%	3%	75*	1.3*
Cc1cccc(C)c1NC(=O)CS(=O)CC(=O)NCCCc1ccccc1 (stereo not drawn)	20%	-6.6%	-1.0%	0.2%	1.6%	i	-0.1%	1%	14	-6
CC(=O)Nc1ccc(NC(=O)C(C)OC(=O)c2ccccc2C(=O)c2ccc(Cl)c([N+](=O)[O-])c2)cc1 (stereo not drawn)	2%	-9.1%	1.4%	51%	-1.7%	i	0.3%	-2%	2	-14
Cc1ccc(C(=O)Nc2ccc(Br)c(C(F)(F)F)c2)cc1	8%	-5.9%	0.5%	20%	-1.9%	i	?	3%	8	1	NS5 inhibitors pilot replicate=-5.9
CC(=O)N(Cc1ccc(Br)cc1)c1cccc(C)c1C	8%	-1.6%	0.0%	-1.6%	-1.4%	i	-1.0%	.	51	30
CCN1CCCC(Sc2nc3c([nH]2)c(=S)n(C)c(=O)n3C)C1 (stereo not drawn)	21%	.	0.2%	2.8%	.	i	0.0%	7%	.	.
Cc1noc(C(F)(F)F)c1C(=O)NNC(=O)c1ccccc1	6%	.	1.2%	0.8%	.	i	-0.1%	-2%	.	.
CCC(=O)c1cn(CC(=O)Nc2ccc(OC)cc2)c2ccccc12	-3%	.	0.4%	-0.9%	.	.	-2.1%	-7%	.	.
O=C(NCCc1ccccc1)C1CCN(C2CCN(Cc3ccc(CO)o3)CC2)CC1	18%	-3.9%	-0.4%	1.0%	-0.3%	i	0.9%	0%	-4	-3
CCOC(=O)c1[nH]c(C(=O)O)c(OC(=O)CC)c1C	10%	.	0.3%	1.2%	.	i	-0.7%	-11%	.	.
COn1c(SCC(N)=O)nc2ccccc2c1=O	2%	-7.7%	0.2%	3.4%	0.5%	i	0.3%	6%	0	5
CCn1c(SCC(=O)N2CCOCC2)nc2ccccc21	23%	-8.2%	0.3%	1.8%	-1.5%	i	0.1%	.	-4	-2
COc1ccc(NC(C)C(=O)N/N=C/c2ccccc2OCc2ccc(Br)cc2)cc1 (stereo not drawn)	2%	-2.0%	-0.3%	2.5%	0.7%	i	-0.1%	-1%	-40	-3
CN(C)S(=O)(=O)c1ccc2nc(NC(=O)c3cccs3)sc2c1	4%	-1.0%	0.4%	5.9%	-3.1%	i	1.7%	-2%	15	5	NS5 inhibitors pilot replicate=0.9
Cc1c(CN(C)C(=O)c2sc3cc(Cl)ccc3c2Cl)cnn1C	11%	-3.9%	3.7%	1.0%	0.0%	i	0.5%	-3%	-13	3
Fc1ccccc1C(c1nnnn1C1CCCC1)N1CCN(Cc2ccccc2)CC1 (stereo not drawn)	4%	-2.3%	1.2%	1.2%	-1.1%	.	.	-2%	-4	-15
CCCc1nc2c(sc3nc4c(cc32)COC(C)(C)C4)c(=O)n1CCN(CC)CC	8%	-3.2%	-0.2%	-3.1%	4.0%	i	0.0%	-6%	2	-2
O=C(Nc1cccc(Br)c1)c1cccc(OC(=S)N2CCOCC2)c1	-3%	.	0.0%	0.7%	.	.	-0.4%	-3%	.	.
O=C(C1CCN(c2nnc(N3CCCC3=O)s2)CC1)N1CCN(c2cccc(C(F)(F)F)c2)CC1	-2%	.	-0.1%	11%	.	.	1.2%	-5%	.	.
O=C(COc1ccccc1Cl)Nc1ccc(N2CCN(C(=O)c3ccccc3)CC2)cc1	14%	.	1.9%[50 µM]	5.4%	.	.	-0.7%	-10%	.	.
Cn1cnnc1SCC(=O)Nc1ccccc1Oc1ccccc1	15%	-4.2%	0.1%	0.4%	-1.1%	i	-0.7%	-5%	-2	10

Assay outcomes deposited in PubChem BioAssay by several laboratories.
